Yeast tox: Compounds toxic to wild-type S. cerevisiae growth. actives 0.3% (n = 30,000). AID 685. A595 turbidity, 16 h. growth inhibition, % at 25 µM (by protocol);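 active means mutant and wild-type yeast strains alike exhibit over 30% growth inhibition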;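 further: 0% = untreated cell controls and 100% = YPD media blanks without cells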
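Schedule: 16 h growth with compound, 30 °C. System: yeast, wild-type or eIF2Bepsilon-R284H mutant. Doses: one dose, 25 µM compound[…]. Buffer or medium: YPD. Signal: turbidity measured as absorbance at 595 nm. Read-out basis: growth inhibition (%) versus cell controls and blanks.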
eIF2B yeast act: modulators of yeast eIF2B activity. actives 0.91% (n = 27,000). inhibition, % at 25 µM (by protocol). S. cerevisiae eIF2B-epsilon R284H, GCN4-lacZ luminescence;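 active means mutant luminescence inhibited past about 50% while wild type luminescence and mutant growth stay under set limits, limit read from the data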; further: some compounds called inactive have numbers as strong as hits
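Material – yeast eIF2B-epsilon R284H mutant carrying GCN4–beta-galactosidase fusion · Medium – YPD yeast growth medium · Compound – one concentration, 25 µM, 0.25% DMSO · Times – 16 h at 30 °C exposure · Signal – Beta-Glo luminescence plus absorbance at 595 nm · Read-out – % inhibition of reporter signal and growth versus controls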
Yeast tox inhibition %: further read-out of Yeast tox, marked with its call; growth inhibition, %; S. cerevisiae eIF2Bepsilon-R284H mutant growth, A595 turbidity, 16 h;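 each compound tested once at 25 µM; 0% equals untreated cells and 100% equals cell-free medium blanks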
eIF2B yeast act mutant toxicity: also measured in eIF2B yeast act; calls as there; growth inhibition, %; measured here: mutant yeast growth, toxicity;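 each compound tested once at 25 µM; zero equals untreated control growth and 100 equals blank medium absorbance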
Active calls of the source: *; . = not tested or not shown. The list is partial; count on the stated rates, not on these rows.

Under each structure – Yeast tox	Yeast tox inhibition %	eIF2B yeast act	eIF2B yeast act mutant toxicity
> COC(=O)C1=CNC=C(C(=O)OC)C1c1cccc(OC)c1
 : .	.	5	.
> O=c1[nH]c(SCCOc2ccccc2)nc2ccccc12
 : -4	17	19	17
> COc1ccccc1C1Nc2cccc3cccc(c23)N1
 : 14	16	23	16
> Nc1cc(-c2nc3ncccc3o2)ccc1Cl
 : 8	0	-2	.
> Cn1c(SCc2cc(=O)[nH]c3ccccc23)nnc1-c1ccc(Br)cc1
 : 5	13	.	.
> O=C(CSc1oc(-c2cccs2)nc1S(=O)(=O)c1ccccc1)NC1CCCCC1
 : -29	5	.	.
> Cc1cc2nc(C)n(CCCNC(=O)Nc3ccc(C#N)cc3)c2cc1C
 : 1	-3	19	-3
> CCOC(=O)N1CCN(C(=O)c2c(O)c3cccc4c3n(c2=O)CC4)CC1
 : 7	-5	21	-5
> COc1ccc(C(=O)n2nc(-c3ccc(Cl)cc3)nc2N)cc1OC
 : -42	-40	11	-40
> COc1cccc2cc(C(=O)N3CCN(c4ncccn4)CC3)c(=O)oc12
 : -1	4	9	4
> COc1cc(C)c(CN2CCCCC2CO)cc1C (centres undefined)
 : -4	-13	-7	-13
> CCOC(=O)CSc1nc2ccc(N3CCOCC3)cc2c(=O)n1Cc1ccc2c(c1)OCO2
 : -27	-13	22	-13
> COC(=O)c1sccc1NC(=O)c1cc(OC)cc(OC)c1
 : -17	-44	.	.
> CC(=O)Cn1c(C(F)(F)F)nc2ccccc21
 : 0	-20	24	-20
> CN1/C(=C/C(=O)C2CCC2)Sc2ccccc21
 : 31	0	34	.

Brought forward from above: four compounds, followed by the next part.
Under each structure – Yeast tox	Yeast tox inhibition %	eIF2B yeast act	eIF2B yeast act mutant toxicity
> CCOC(=O)CSc1nc2ccc(N3CCOCC3)cc2c(=O)n1Cc1ccc2c(c1)OCO2
 : -27	-13	22	-13
> COC(=O)c1sccc1NC(=O)c1cc(OC)cc(OC)c1
 : -17	-44	.	.
> CC(=O)Cn1c(C(F)(F)F)nc2ccccc21
 : 0	-20	24	-20
> CN1/C(=C/C(=O)C2CCC2)Sc2ccccc21
 : 31	0	34	.
> Cc1ccc(C(=O)N2Cc3ccccc3CC2C(=O)O)cc1 (centres undefined)
 : 8	-4	24	-4
> O=C(CC1SC(=O)N(c2ccccc2)C1=O)Nc1ccccc1 (centres undefined)
 : .	.	-8	.
> COc1ccc(OCC(=O)Nc2ccc3c(c2)nc2n3CCSC2)cc1
 : -22	-15	8	-15
> O=C(Nc1ccon1)c1sc2ccccc2c1Cl
 : 9	-14	5	-14
> CCS(=O)(=O)N1CCN(C(=O)c2ccco2)CC1
 : 25	15	.	.
> CCOc1ccc(NC(=O)CN(C)c2ccc(S(=O)(=O)N(C(C)C)C(C)C)cn2)cc1OCC
 : 5	-10	17	-10
> CC(C)n1c(SCC(=O)N2c3ccccc3CCc3ccccc32)nc2c1c(=O)n(C)c(=O)n2C
 : -45	-29	18	-29
> COc1ccc2c(c1)CCc1c(C(=O)Nc3ccn(Cc4ccc(C)cc4)n3)noc1-2
 : -13	-45	7	-45
> O=C(Nc1ccc(Cc2ccncc2)cc1)C1CCC(N2C(=O)C3CC=CCC3C2=O)CC1 (centres undefined)
 : -8	-19	9	-19
> c1ccc2[nH]c(-c3nc4ccccc4[nH]3)nc2c1
 : 19	29	72	29
> CCCCN1C(=O)c2ccc(C(=O)NC3=NCCS3)cc2C1=O
 : 19	8	2	8
> Cc1ccc(C)c(N2CCN(S(=O)(=O)c3ccc4[nH]c(=O)c(=O)[nH]c4c3)CC2)c1
 : 9	0	57*	.
> CCC(=O)NCCSc1c[nH]c2ccccc12
 : 22	3	62*	.
> CCOC(=O)c1ccc(NS(=O)(=O)c2cnc[nH]2)cc1
 : 21	19	23	19
> O=C(CCC(=O)N(CC(=O)NC1CCCC1)Cc1ccc2c(c1)OCO2)Nc1ccccn1
 : 15	19	13	19
> CC(=O)CCN1CCOCC1
 : 5	11	.	.
> COC(=O)c1ccccc1NC(=O)c1ccccc1SC
 : 0	9	0	9
> COc1ccc(C)cc1S(=O)(=O)N1CCC(C(=O)N2CCOCC2)CC1
 : -5	-3	2	-3
> N#Cc1cn(CC(=O)O)c2ccccc12
 : 5	0	-2	.
> COc1ccc(NC(=O)CCCCn2c(=O)[nH]c3ccccc3c2=O)cc1
 : -16	-4	15	-4
> COc1ccc(-n2c(SCC(=O)Nc3nccs3)nc3sc4c(c3c2=O)CCN(C)C4)cc1
 : .	.	40	.
> CCOc1ccc(C2CC(=O)NC3=C2C(=O)CCC3)cc1 (centres undefined)
 : 7	-18	21	-18
> O=C1CCCC2=C1C(c1ccco1)Nc1ccc3ccccc3c12 (centres undefined)
 : 10	-4	-15	-4
> Cc1ccc2c(CC(=O)Nc3sccc3C(N)=O)coc2c1
 : 10	15	28	15
> N#CCSc1nc2ccccc2c(=O)n1CCC(=O)NC1CCCCC1
 : 0	0	21	.
> COCCN1CCn2c(nc3cc(NC(=O)NC4CCCCC4)ccc32)C1
 : 9	13	15	13
> CCn1c(/C=N/c2nc3ccccc3n2C)nc2ccccc21
 : 4	-10	12	-10
> Cn1nnnc1SCC(=O)c1cccs1
 : .	.	-24	.
> Cc1ccc(-c2ccc(CCC(=O)O)n2NC(=O)c2cccs2)cc1
 : .	.	31	.
> Cc1ccc2c(c1)N(CCC(=O)NCc1ccco1)C(=O)CO2
 : 27	7	20	7

Reprinted at random: 2 compounds from above.
Under each structure – Yeast tox	Yeast tox inhibition %	eIF2B yeast act	eIF2B yeast act mutant toxicity
> Cc1ccc(-c2ccc(CCC(=O)O)n2NC(=O)c2cccs2)cc1
 : .	.	31	.
> CC(=O)CCN1CCOCC1
 : 5	11	.	.

Further results follow.
Under each structure – Yeast tox	Yeast tox inhibition %	eIF2B yeast act	eIF2B yeast act mutant toxicity
> O=C(CN1CCN(Cc2ccccc2)CC1)NC(=O)NCc1ccco1
 : -5	4	17	4
> COc1ccc(-c2csc(NC(=O)C3CCCCN3S(=O)(=O)c3ccccc3)n2)cc1 (centres undefined)
 : -23	5	-91	5
> CCOC(=O)c1c(C=O)c(C)n(Cc2ccccc2)c1C
 : 17	11	.	.
> CCC(CO)N=CC1=C(O)C(C(=O)c2ccccc2)CCC1=O (centres undefined)
 : 20	-3	16	-3
> C(=N\n1cnnc1)/c1cccn1-c1ccccc1
 : 7	8	-3	8
> COc1ccccc1CC(=O)N1CCCC1
 : -7	7	.	.
> C/C(O)=C(/N=O)C(=O)Nc1ccccc1
 : -8	-9	25	-9
> c1ccc(CSC2=NCCCN2)cc1
 : 10	0	.	.
> Cc1ccc(Oc2cc(-n3nc(C)cc3C)ncn2)cc1
 : -6	4	3	4
> CCOc1ccccc1-n1c(CN2CCN(C(=O)c3ccco3)CC2)nc2ccccc2c1=O
 : 2	-5	0	-5
> CN(C)CC#CCCCCCCC#CCN(C)C
 : 12	10	.	.
> Cc1cccc(NS(=O)(=O)c2cc(C(=O)N3CCN(C)CC3)ccc2C)c1
 : 22	21	.	.
> O=CNCC(=O)NCCc1ccc(Cl)cc1
 : 17	-5	27	-5
> CCc1ccccc1N(CC(=O)N1CCN(c2ccccc2)CC1)S(C)(=O)=O
 : 23	-11	20	-11
> O=C(O)CCN1/C(=C/C=Nc2ccccc2)Oc2ccccc21
 : 9	-21	19	-21
> c1csc(-c2nn3c(C4COc5ccccc5O4)nnc3s2)c1 (centres undefined)
 : 2	35	-4	35
> Cc1cc2ncn(C(=O)N3CCC(C)CC3)c2cc1C
 : 14	-5	.	.
> Cc1ccc(S(=O)(=O)/N=C2/C=C(C3C(=O)CC(C)(C)CC3=O)C(=O)c3ccccc32)cc1
 : 8	24	.	.
> Cc1ccc(OCC(=O)n2nc(C)cc2C)c(C)c1
 : 9	-52	1	-52
> Cc1nn(CC(=O)O)c2ccccc12
 : 25	19	16	19
> COc1ccc(C=NCCC2(O)CC(C)N(C)CC2C)cc1 (centres undefined)
 : -4	15	4	15
> CCOc1ccc(NC2C=CS(=O)(=O)C2)cc1 (centres undefined)
 : -3	0	0	.
> O=C(Nc1ccc(O)cc1)C1CCCO1 (centres undefined)
 : 18	17	19	17
> COC(=O)c1nnn(-c2nonc2N)c1CSc1nc2ccccc2s1
 : -4	0	36	.
> O=C(Cn1ncn2c(cc3ccccc32)c1=O)NCc1ccco1
 : 18	15	11	15
> O=C(Nc1nnc(COc2ccc(Cl)cc2)s1)c1cccs1
 : 2	2	50*	.
> CCOC(=O)N1CCN(C(=O)C2CCCN(S(=O)(=O)c3ccccc3)C2)CC1 (centres undefined)
 : -3	22	24	22
> Cc1cc(=O)[nH]c(SCCOc2ccc(OC(C)C)cc2)n1
 : -8	19	46	19
> O=C(O)CCCNS(=O)(=O)c1ccccc1
 : .	.	-21	.
> CC(C)NS(=O)(=O)c1ccc(CCC(=O)O)cc1
 : -7	0	.	.

The list goes on.
canonical_smiles	Yeast tox	Yeast tox inhibition %	eIF2B yeast act	eIF2B yeast act mutant toxicity
O=C(CSc1nnc(COc2ccccc2F)n1-c1ccccc1)NCc1ccco1	20	11	.	.
CC(=O)N1CCN(Cc2nc3cc(NS(C)(=O)=O)ccc3n2C)CC1	2	-4	-7	-4
CCCCn1c(O)c(C(CC)=Nc2ccc3c(c2)CCC3)c(=O)[nH]c1=O	4	-6	28	-6
Cc1cc(C(=O)NC2=NCCS2)cs1	8	17	26	17
CCc1nnc(NC(=O)c2ccc(-c3ccc(Cl)cc3)o2)s1	-6	-10	.	.
Cc1nc2sc(C(c3ccco3)N3CCOCC3)c(O)n2n1 (centres undefined)	7	-8	10	-8
O=C(Cn1nnc2ccccc2c1=O)NCc1ccco1	14	-8	10	-8
Cc1ccc(N2CC(C(=O)NC3CCSC3=O)CC2=O)cc1 (centres undefined)	-8	-12	11	-12
O=S(=O)(NCc1ccccc1)c1cccc2cccnc12	9	13	16	13
CCCN1C(=O)C(O)(CC(=O)c2ccc3c(c2)OCCO3)c2ccccc21 (centres undefined)	.	.	12	.
CCN(CC)CCN1C(=O)c2ccccc2NC1c1ccc(C)cc1 (centres undefined)	-3	6	-4	6
COc1ccc2nc(-c3cccc(N)c3)[nH]c2c1	8	-10	.	.
O=C(CN(Cc1cccs1)C(=O)CNS(=O)(=O)c1ccc(Cl)cc1)NCc1ccco1	25	9	.	.
C=CCn1c(=N)n(CC(=O)O)c2ccccc21	11	2	26	2
Oc1ccc(C2Nc3cccc4cccc(c34)N2)c(O)c1	38	14	13	14
CC(=O)c1c(N2CCOCC2)nc(=S)n(-c2ccc([N+](=O)[O-])cc2)c1C	-3	23	.	.
CN1CCN(C(=O)c2ccccc2-c2nc(-c3ccccc3)no2)CC1	15	-8	28	-8
Cc1nn(CC2CCCCC2)c(N)c1-c1ccccc1	22	5	.	.
CCCOc1cccc(C(=O)Nc2cccnc2)c1	4	0	-4	.
O=C(CSc1nnc(Cc2cc(=O)[nH]c(=O)[nH]2)n1-c1ccccc1)N1CCCc2ccccc21	-3	-5	18	-5
CCCCS(=O)(=O)NC1=NCN(CCO)CN1	5	-3	11	-3
CC(C)(C)n1nnnc1C(c1cccs1)N1CCN(C(=O)c2ccco2)CC1 (centres undefined)	3	-23	36	-23
COCCn1c(SCC(=O)Nc2ccc3c(c2)OCCO3)nnc1-c1c[nH]c2ccccc12	-22	-5	12	-5
O=C(c1cccs1)N1CCC(Cc2ccccc2)CC1	36	0	-1	.
O=C(O)[C@H](CO)Nc1ncnc2sc3c(c12)CCC3	-38	-19	-11	-19
O=C(NCc1ccc2c(c1)OCO2)C(=O)NC1CCCCC1	15	-1	9	-1
CCSc1ncnc2c1sc1nc(-c3ccco3)c3c(c12)CC(C)(C)OC3	5	7	.	.
Cc1cc(C)n(C(=O)C2CCCN2S(=O)(=O)c2ccc(Cl)cc2)n1 (centres undefined)	18	0	20	.
O=C(OCc1nnc(-c2ccccc2)o1)c1ccc2c(c1)C(=O)N(CCc1ccccc1)C2=O	-16	-5	-18	-5
CCN1CCN(c2nc3c(c(=O)n(C)c(=O)n3C)n2Cc2cccc3ccccc23)CC1	15	7	.	.
COc1ccc(C2NC(=O)c3sc(=S)n(-c4ccccc4)c3N2)cc1 (centres undefined)	-10	3	15	3
CC1CCN(C(=O)CN(CCc2ccccc2)S(C)(=O)=O)CC1	-8	0	13	.
Cc1ccc(NC(=S)NCc2cccn2C)cc1	21	13	20	13
COc1ccc(S(=O)(=O)CCC(=O)NCCc2cccc(C)c2)cc1	30	3	.	.
CC(C)(Oc1ccc(Cl)cc1)C(=O)Nc1ccncc1	76*	59*	.	.
Cc1cc(C(=O)Nn2cnnc2)cs1	-5	-4	6	-4
COc1ccc(CNC2=CC(=O)CC(C)(C)C2)cc1	-9	0	-8	.

Part of the list above in a different format.
Cc1cc(C)n(C(=O)C2CCCN2S(=O)(=O)c2ccc(Cl)cc2)n1 (centres undefined)
  Yeast tox: 18	Yeast tox inhibition %: 0	eIF2B yeast act: 20	eIF2B yeast act mutant toxicity: .

O=C(OCc1nnc(-c2ccccc2)o1)c1ccc2c(c1)C(=O)N(CCc1ccccc1)C2=O
  Yeast tox: -16	Yeast tox inhibition %: -5	eIF2B yeast act: -18	eIF2B yeast act mutant toxicity: -5

Source: PubChem
